Assay outcomes as filed in PubChem BioAssay.
Tb PYK inh: qHTS of Trypanosoma Brucei Inhibitors. pyruvate kinase (Trypanosoma brucei), Q57TT1. TbPYK enzyme, Kinase-Glo Plus ATP luminescence, 45 min. AID 624173, 2012. Potency, µM (top dose mostly 76.8 µM), for inactives: at the top dose activity, negative = inhibition, actives largely listed as inhibitors. hit rate 0.12% among 410,000; further: potency means the concentration at half of the fitted maximal effect; nearly all actives have a fitted effect of over 50% in size
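Activity of T. brucei pyruvate kinase was followed by Kinase-Glo Plus luminescence after the enzyme reacted 45 min at room temperature with 130 uM ADP (final) and substrate. Test compounds were added before ADP at multiple concentrations.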
AmpC no deterg: qHTS Inhibitors of AmpC Beta-Lactamase (assay without detergent) | P00811 | AmpC nitrocefin hydrolysis, absorbance 480 nm, 0.0001% Triton | Potency, µM (series often up to 57.1 µM), for inactives: at the highest dose activity change, negative = inhibition, usual class: inhibitors | hit rate 0.52% among 330,000 | AID 485341, 2010;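 further: potency means the concentration at half of the fitted maximal effect; plate controls were no compound for no effect and no enzyme for full effect; nearly all actives have a fitted effect of over 20% in size; some results filed as inactive show a strong effect at the top dose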
Target sequence (P00811 whole entry, looked up): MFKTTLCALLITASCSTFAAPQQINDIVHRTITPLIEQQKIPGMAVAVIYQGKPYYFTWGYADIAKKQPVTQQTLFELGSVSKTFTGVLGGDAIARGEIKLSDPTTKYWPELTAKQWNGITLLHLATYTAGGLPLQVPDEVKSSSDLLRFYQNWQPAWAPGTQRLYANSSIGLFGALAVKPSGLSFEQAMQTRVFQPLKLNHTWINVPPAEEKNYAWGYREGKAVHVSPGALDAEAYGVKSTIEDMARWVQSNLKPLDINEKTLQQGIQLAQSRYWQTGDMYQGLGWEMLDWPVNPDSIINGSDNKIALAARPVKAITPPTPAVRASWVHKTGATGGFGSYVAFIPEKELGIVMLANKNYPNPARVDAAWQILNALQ
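20 mM phosphate pH 7.0 + 0.01% (detergent screen) or 0.0001% Triton X-100; 5.3 nM AmpC reagent; cpd preinc 15 min RT; nitrocefin (800 uM stock) to start; A480 q20 s × 4 min; Activity was normalised to no-enzyme and no-compound control wells.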
AmpC inh detg: qHTS Inhibitors of AmpC Beta-Lactamase (assay with detergent). P00811. AmpC hydrolysis of nitrocefin, absorbance 480 nm, 0.01% Triton. Potency, µM (highest dose often 114 µM), for inactives: at the highest dose activity change, negative = inhibition, most hits filed as inhibitors. hit rate 0.041% among 370,000. AID 485294, 2010;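 further: potency means the concentration at half of the fitted maximal effect; 0% = no-compound wells and -100% = no-enzyme wells; nearly all actives have a fitted effect of over 25% in size; some results filed as inactive show a strong effect at the top dose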
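20 mM phosphate pH 7.0 + 0.01% (detergent screen) or 0.0001% Triton X-100; 5.3 nM AmpC reagent; cpd preinc 15 min RT; nitrocefin (800 uM stock) to start; A480 q20 s × 4 min; Activity was normalised to no-enzyme and no-compound control wells.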
AMA1 RON2 block: qHTS for Inhibitors of AMA1-RON; Towards Development of Antimalarial Drug Lead: Primary Screen | Potency, µM (series often up to 58.2 µM), for inactives: at the top dose activity change, negative = inhibition, actives largely listed as inhibitors | hit rate 0.2% among 360,000 | AlphaScreen AMA1-biotinylated RON2 peptide binding | Plasmodium falciparum AMA1 (3D7) - RON2 peptide interaction;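 further: potency means the concentration at half of the fitted maximal effect; 0% = vehicle wells and -100% = peptide control; nearly all actives have a fitted effect of over 45% in size; some results filed as inactive show a strong effect at the top dose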
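AMA1 (3D7) with his tag at 25 nM final met compounds first, then biotinylated RON2 peptide at 25 nM; detection used donor plus acceptor beads, 10 µg/mL apiece, read by AlphaScreen after 30 min at room temperature.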
HCMV antiviral: qHTS Assay for inhibitors of the human cytomegalovirus (HCMV); HFF cells, HCMV-luciferase reporter, 72 h; hits give low values; activity change, negative = inhibition, % at 57.5 µM; hit rate 4.5% among 410,000; in the data active means activity change below about -60%; inconclusive means no clear call, values can overlap the other calls; inactive means above about -39%
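Two compound doses tested in HFFs infected with HCMV-luciferase, MOI 1 PFU/cell, 72 h at 37C. Lysate luminescence read with OneGlo; data normalized against buffer-only and 10uM Salinomycin inhibitor controls.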
HCV inh: qHTS Assay for Inhibitors of Hepatitis C Virus (HCV); Huh7.5.1 HCVcc-Cre infection, luciferase reporter, 44 h; AID 651820, 2012; hit rate 3.4% among 340,000; Potency, µM (series often up to 41.8 µM), for the others: top-dose activity change, negative = inhibition, hits mostly inhibitors; further: potency means the concentration at half of the fitted maximal effect
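Luciferase read-out (15 sec integration) after a 15 min room-temperature substrate step quantifies HCVcc-Cre infection. Cells, 1,000 per well, had compound added 4 h post-plating, then virus at ~0.5 moi, and were cultured 44 h.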
LmPK inh: qHTS Assay for Inhibitors of Leishmania Mexicana Pyruvate Kinase (LmPK). hit rate 0.37% among 290,000. AID 1721, 2009. Q27686. purified LmPK, Kinase-Glo ATP luminescence, 1 h. Potency, µM (doses to about 57.5 µM), for the others: at the highest dose activity change, negative = inhibition, usual class: inhibitors; further: potency means the concentration at half of the fitted maximal effect
Target sequence (Q27686 whole entry, looked up): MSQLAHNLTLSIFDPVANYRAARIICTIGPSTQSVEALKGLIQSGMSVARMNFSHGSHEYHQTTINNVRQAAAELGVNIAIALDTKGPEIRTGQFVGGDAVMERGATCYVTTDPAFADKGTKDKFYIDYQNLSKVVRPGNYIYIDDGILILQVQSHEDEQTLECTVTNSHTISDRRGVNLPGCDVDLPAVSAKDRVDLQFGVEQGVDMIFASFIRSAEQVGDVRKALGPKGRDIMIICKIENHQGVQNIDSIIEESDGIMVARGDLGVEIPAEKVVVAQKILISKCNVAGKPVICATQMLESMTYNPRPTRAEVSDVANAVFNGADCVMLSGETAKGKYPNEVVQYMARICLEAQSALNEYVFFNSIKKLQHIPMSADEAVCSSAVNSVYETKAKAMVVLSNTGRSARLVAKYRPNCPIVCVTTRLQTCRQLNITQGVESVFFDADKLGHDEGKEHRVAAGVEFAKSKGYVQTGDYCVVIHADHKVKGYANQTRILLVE
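qHTS format; LmPK 0.1 nM; substrates PEP 0.5 mM and ADP 0.1 mM. One-hour room-temperature incubation, then coupled luciferase luminescence; 0.5 nM enzyme wells mark activation.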
* = called active by the depositor; ? = inconclusive; nt = no result given; & = joins results of further samples; [ ] = another dose, or the depositor's remark. Unless noted, the call rests on the fitted dose curve; in most records, active means well fitted curve in the direction sought with a large enough effect; inconclusive means small, poorly fitted or top-dose-only effect, or another doubt; inactive means no such curve, though single readings can be large; an effect the other way counts as inactive or inconclusive. Unless noted, on the % scale 0 is the no-effect control and ±100 the full control effect.

SMILES	Tb PYK inh	AmpC no deterg	AmpC inh detg	AMA1 RON2 block	HCMV antiviral	HCV inh	LmPK inh
CCOc1ccc(CC(=O)Nc2sc(Cc3ccccc3)cc2C(N)=O)cc1OCC	?	-4%	1%	-5%	-9	18%	2%
O=Cc1cn(CC(=O)N2CCCc3ccccc32)c2ccccc12	?	-8%	?	3%	10	9%	6%
COc1ccc(-c2c(C)cc3oc(=O)cc(-c4ccccc4)c3c2C)cc1F	1%	-11%	nt	4%	8	?	nt
Cc1ccccc1C(=O)Nc1cccc(OCc2cc(=O)n3c4c(sc3n2)CCCC4)c1	3%	nt	-6%	nt	-2	nt	nt
Nc1cc(Br)c(N)c(Br)c1	0%	-11%	?	2%	20	0%	-2%
CCOC(=O)C1Sc2ccccc2NC1=O (configuration not stated)	-12%	-25%	2%	2%	60	11%	-1%
CC(C)CC(=O)N1CCN(S(C)(=O)=O)CC1	-4%	-14%	?	-1%	91	2%	-3%
CCC(=O)NC(Nc1c(C)n(C)n(-c2ccccc2)c1=O)C(Cl)(Cl)Cl (configuration not stated)	4%	-2%	7%	8%	-30	-8%	3%
O=C(NCC1CCCO1)c1cc2c([nH]c3ccccc32)c(-c2cccc(Cl)c2)n1 (configuration not stated)	6%	-12%	-8%	-9%	nt	1.3µM*	9%
COc1ccccc1/C=N/NC(=O)c1nnn(-c2nonc2N)c1CN(C)c1ccccc1	0%	-15%	-3%	16%	0	-22%	-2%
O=C1OCCC1Sc1nc2ccccc2s1 (configuration not stated)	-2%	-29%	-21%	-3%	134	-12%	2%
O=P(O)(C(O)c1ccccc1)C(O)c1ccccc1 (configuration not stated)	0%	-10%	-14%	5%	17	11%	nt
Cn1c(=O)c(C(=O)CN2CC(=O)Nc3ccccc32)c(N)n(Cc2ccccc2)c1=O	-2%	-26%	?	1%	-5	16%	3%
Cc1cc(C=C2C(=O)N(C)C(=S)N(C)C2=O)c(C)n1-c1ccncc1	?	-14%	-4%	0%	14	1%	4%
Brc1ccc(OCCOc2cccc3cccnc23)cc1	-2%	-20%	9%	-4%	-34	4%	-5%
CC1=C(C(=O)OCc2ccccc2)C(c2ccc3ccccc3c2)NC(=O)N1CCCCCC(=O)O (configuration not stated)	-3%	-1%	-5%	-3%	-7	1%[8.37 µM]	1%
CC(C)CN(C(=O)COc1cccc(-n2cnnn2)c1)C1CCS(=O)(=O)C1 (configuration not stated)	-3%	-9%	4%	20%	-13	1%	-5%
COC(=O)CC1C(=O)NCCN1C(=O)CSc1nnc(Nc2ccc(C)cc2)s1 (configuration not stated)	-6%	2%	?	-5%	41	-15%	-2%
CCN(C(=O)CN1CCN(c2ccc(OC)cc2)CC1)c1c(N)n(Cc2ccccc2)c(=O)[nH]c1=O	3%	-24%	?	4%	7	-4%&-4%	1%
CC1CCCC(NC(=O)CSc2ncnc3ccccc23)C1C (configuration not stated)	0%	-6%	nt	15%	-26	-2%	nt
Cc1ccccc1NC(=O)Cn1c(=O)n(Cc2ccccc2)c(=O)c2c(C)c(C)sc21	-1%&-5%	-18%	15%&-2%	-1%	5&10	1%	4%
COc1ccc(-n2c(Cc3cccn3C)nnc2SCC(=O)NC2CCCCC2)cc1	-1%	87%[activator]	?	-5%	-13	-1%&4%	5%
CCOc1cc(/C=N/NC(N)=O)cc(Br)c1OCc1ccccc1F	-11%	-56%	-13%	-1%	-22	?	0%
CC(=O)Nc1cccc(C(=O)N(Cc2ccccc2)Cc2ccccc2)c1	0%	71%[activator]	-8%	-5%	14	-7%	-1%
Cc1cccc(Cc2cnc(NC(=O)C3Cc4ccc(C)cc4C(=O)O3)s2)c1 (configuration not stated)	-15%	nt	-1%	nt	6	nt	nt
CN(CC(=O)Nc1ccccc1C(F)(F)F)C(=O)C1CC1	5%	-12%	-9%	92%[activator]	-13	18%	nt
Cc1ccsc1-c1ccnc(-n2cccc2)n1	1%	9%	3%	5%	62	-13%	-2%
N/C(=N\OC(=O)c1cccc2ccccc12)c1ccc(Br)cc1	1%	-40%	-4%	0%	109	14%	-4%
O=C(Nc1ccc(S(=O)(=O)N2CCCc3ccccc32)cc1)C1CCCO1 (configuration not stated)	-7%	13%	-5%	-12%	24	-7%	-3%
O=C(NNc1ccc(F)cc1F)c1c(F)cccc1Cl	3%	-14%	7%	-2%	?	12%	5%
CCN(Cc1nc2cc(Cl)ccc2c(=O)[nH]1)C(=O)COc1ccccc1Cc1ccccc1	-7%	-21%	-4%	87%[activator]	67	-24%	nt
Cc1ccc(S(=O)(=O)N2CCN(C(=O)CSc3ccc(F)cc3)CC2)cc1	-2%	1%	1%	0%	?	28%	0%
O=C1c2cccc3cccc(c23)C(=O)N1CCCSc1ncn[nH]1	11%	-16%	-12%	1%	-33	-3%	0%
CSCc1cc(N(C)C)nc(SCc2ccc(Cl)cc2Cl)n1	0%	-22%	-12%	11%	-13	8.9µM*	5%
CCN=C1SC(CC(=O)Nc2ccc(C)cc2)C(=O)N1CC (configuration not stated)	-12%	3%	-15%	-15%	15	5%	4%
Cc1cc(NC(=O)CN2C(=O)NC(CCc3ccccc3)C2=O)no1 (configuration not stated)	-8%	-44%	?	-11%	-1	19%	4%
COc1cc2ccccc2cc1C(=O)Nc1cc(-c2nc3ccccc3o2)ccc1C	1%	nt	11%	nt	16	nt	nt
CC1Cc2cc(/C(O)=C3/C(=O)C(=O)N(CCN4CCOCC4)C3c3ccc(N(C)C)cc3)ccc2O1 (configuration not stated)	-5%	-18%	-1%	5%	-7	8%	0%
CN(C(=O)c1cccnc1)c1nnc(-c2cnccn2)s1	-1%	-9%	?	-7%	19	5%	-2%
CC(=O)Nc1ccc(NC(=O)c2cc[n+]([O-])cc2)cc1	-1%	1%	-25%	-11%	-15	8%	1%
CCCN(CCC)C(=O)Cn1c(=O)n(-c2cccc(C)c2)c(=O)c2c1c1cc(OC)ccc1n2C	-6%	nt	0%	nt	-29	nt	nt
CCc1nnc(NC(=O)CSc2nc(C3CCCCC3)nc3ccccc23)s1	-3%	-20%	-6%	-5%	-26	-13%	-1%
O=[N+]([O-])c1ccc(-n2nncc2-c2ccccc2)cc1	3%	20%	?	-3%	2	-4%	-3%
O=C(O)c1cc(N=Nc2c(O)[nH]c3ccc([N+](=O)[O-])cc23)ccc1Cl	-1%	-17%	-17%	5%	1	8%	-1%
CCOc1cc(C(=O)OCC(=O)N(C)c2ccccc2)cc(OCC)c1OCC	-2%	117%[activator]	-11%	-11%	?	?	-1%
COc1ccccc1CCNCc1ccc(OC)c(OCc2ccccc2)c1	-7%	4%	2%	-12%	?	10µM*	-3%
CCN=C1SC(C(=O)Nc2cc(Cl)cc(Cl)c2)CC(=O)N1CC (configuration not stated)	4%	0%	-1%	5%	12	6%	-6%
CC(=O)c1cccc(NC(=O)C(Cc2ccccc2)NS(=O)(=O)c2ccc(Br)s2)c1 (configuration not stated)	0%	nt	6%	nt	-12	nt	nt

Taken from above.
HCV inh result of O=[N+]([O-])c1ccc(-n2nncc2-c2ccccc2)cc1 : -4%
Tb PYK inh result of CC(=O)Nc1ccc(NC(=O)c2cc[n+]([O-])cc2)cc1 : -1%

The list continues.
SMILES	Tb PYK inh	AmpC no deterg	AmpC inh detg	AMA1 RON2 block	HCMV antiviral	HCV inh	LmPK inh
COC(=O)c1ccc(CSc2nnc(N)s2)o1	-5%	-5%	4%	0%	-26	21%	-2%
CC(C)CCNC(=O)N1CCN(S(=O)(=O)c2ccc3c(ccn3C)c2)CC1	-1%	nt	4%	nt	22	nt	nt
Cc1ccc(NC(=O)c2ncn(CCCNCc3ccc4c(c3)OCO4)n2)cc1C	-5%	nt	nt	3%	4	-37%	nt
Cc1cc(C)nc(NC(=NCCc2c[nH]c3ccccc23)NC(=O)Nc2cccc([N+](=O)[O-])c2)n1	5%	-31%	-6%	6%	-9	5%	0%
COc1cc2cc(CN(CCc3cccc(C)c3)C(=S)NCCCN3CCOCC3)c(=O)[nH]c2cc1OC	-22%	243%[activator]	-3%	-11%	-82*	?	-3%
COCCNC(=O)c1ccc(CS(=O)(=O)c2cccc(C(F)(F)F)c2)o1	3%	-10%	1%	11%	-25	19%	0%
Cc1ccc(OCC(=O)Nc2ccc(N3CCN(C(=O)c4ccco4)CC3)cc2)cc1	4%	45%	6%	11%	?	?	5%
COc1cc2cc(CN(CCCN3CCOCC3)C(=O)Nc3ccccc3F)c(=O)[nH]c2cc1OC	2%	-12%	8%	-1%	?	10%	2%
COc1cccc(CNC(=O)C2CCCN(c3nnc(-n4c(C)ccc4C)s3)C2)c1 (configuration not stated)	-2%	nt	-5%	nt	?	nt	nt
CCOC(=O)c1ccccc1NC(=O)CN1CCCN(Cc2cc(C)ccc2C)S1(=O)=O	14%[15.4 µM]	nt	17%	nt	0	nt	nt
Cc1ccc(C(=O)OCC(=O)NCC(F)(F)F)cc1C	-3%	-5%	-7%	0%	-10	-5%	1%
Cc1cc(C)c(C(=O)Cn2nc(C)c([N+](=O)[O-])c2C)cc1C	-21%	-5%[11.4 µM]	-2%	-8%	64	?	5%

Quoted at random: three compounds from above, in no set order.
SMILES	Tb PYK inh	AmpC no deterg	AmpC inh detg	AMA1 RON2 block	HCMV antiviral	HCV inh	LmPK inh
COc1cc2cc(CN(CCCN3CCOCC3)C(=O)Nc3ccccc3F)c(=O)[nH]c2cc1OC	2%	-12%	8%	-1%	?	10%	2%
Cc1ccc(C(=O)OCC(=O)NCC(F)(F)F)cc1C	-3%	-5%	-7%	0%	-10	-5%	1%
Cc1cc(C)c(C(=O)Cn2nc(C)c([N+](=O)[O-])c2C)cc1C	-21%	-5%[11.4 µM]	-2%	-8%	64	?	5%

Following part
SMILES	Tb PYK inh	AmpC no deterg	AmpC inh detg	AMA1 RON2 block	HCMV antiviral	HCV inh	LmPK inh
Cc1cc(C(=O)NNC(=O)c2c(-c3c(Cl)cccc3Cl)noc2C)no1	-4%	-16%	-15%	33%[activator]	4	25%	-7%
COC(=O)Nc1ccc(S(=O)(=O)N2CCCCC2)cc1	-12%	-24%	-12%	-2%	-10	14%	10%
CC(c1ccncc1)C(C)c1ccncc1 (configuration not stated)	2%	-12%	-12%	0%	-10	-7%	nt
O=C(C/C=N/OCc1ccc(Cl)cc1Cl)c1ccc(Cl)cc1	2%	-44%	-7%	35%[activator]	-6	13%	-5%

Not a hit list; overall some 7.5% were active at least once.
